# Cl transport mod – modulates chloride dependent transport by human KCC2 | KCC2 cells, thallium flux FluoZin-2 fluorescence | B-score of Tl+ flux slope (higher = more flux/activation; lower = inhibition) at 10 µM | actives 2.2% (n = 190,000) | AID 1456;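 active means thallium flux slope and its plate-corrected score both differing from the plate sample mean at a set confidence after two filtering rounds, in either direction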;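 further: slope of fluorescence scaled to starting intensity during 10 to 20 s after thallium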
# Target sequence (Q9H2X9 whole entry, looked up): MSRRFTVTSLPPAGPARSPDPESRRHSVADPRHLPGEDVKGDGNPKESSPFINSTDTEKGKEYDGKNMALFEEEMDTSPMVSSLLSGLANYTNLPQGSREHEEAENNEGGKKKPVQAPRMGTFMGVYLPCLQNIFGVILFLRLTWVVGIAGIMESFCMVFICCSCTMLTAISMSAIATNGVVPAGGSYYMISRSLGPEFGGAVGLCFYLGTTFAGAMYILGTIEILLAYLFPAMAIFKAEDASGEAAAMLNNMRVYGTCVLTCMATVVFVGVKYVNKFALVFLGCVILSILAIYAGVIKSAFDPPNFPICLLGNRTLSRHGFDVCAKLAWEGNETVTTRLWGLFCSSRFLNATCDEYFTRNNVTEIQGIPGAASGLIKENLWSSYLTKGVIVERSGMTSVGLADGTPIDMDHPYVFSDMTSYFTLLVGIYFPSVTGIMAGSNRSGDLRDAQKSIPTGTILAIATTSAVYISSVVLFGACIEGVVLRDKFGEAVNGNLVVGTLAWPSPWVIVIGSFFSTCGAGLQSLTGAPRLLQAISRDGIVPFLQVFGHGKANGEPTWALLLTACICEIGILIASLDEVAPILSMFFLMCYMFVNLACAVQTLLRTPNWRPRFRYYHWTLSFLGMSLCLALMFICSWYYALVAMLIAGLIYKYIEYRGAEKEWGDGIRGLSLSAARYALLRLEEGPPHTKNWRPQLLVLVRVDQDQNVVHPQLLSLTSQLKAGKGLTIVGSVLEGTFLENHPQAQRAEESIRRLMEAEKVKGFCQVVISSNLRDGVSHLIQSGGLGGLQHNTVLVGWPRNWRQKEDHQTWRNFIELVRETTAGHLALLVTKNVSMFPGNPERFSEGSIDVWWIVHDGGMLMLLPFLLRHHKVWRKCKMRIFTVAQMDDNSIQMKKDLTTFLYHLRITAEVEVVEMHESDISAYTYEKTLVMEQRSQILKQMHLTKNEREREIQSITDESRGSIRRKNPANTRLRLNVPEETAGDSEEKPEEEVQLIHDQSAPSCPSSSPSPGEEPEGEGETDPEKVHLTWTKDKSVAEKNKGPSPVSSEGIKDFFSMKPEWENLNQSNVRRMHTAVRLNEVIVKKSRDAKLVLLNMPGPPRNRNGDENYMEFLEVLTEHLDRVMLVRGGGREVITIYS
# Thrombin inh – thrombin (human) inhibition. actives 0.26% (n = 220,000). P00734. AID 1046. alpha-thrombin, Boc-VPR-AMC fluorogenic substrate cleavage. inhibition, % at 5 µM;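 active means inhibition at or above 40%; inactive means inhibition below 40%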;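 further: 0% = enzyme with no compound and 100% = wells without enzyme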
#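 Material: Human alpha-thrombin protein | Buffer or medium: pH 7.5 Tris-saline with Tween 20 | Reagent: Boc-VPR-AMC substrate, 15 µM final | Schedule: Reaction at ambient temperature | Detection: AMC fluorescence at 355 nm excitation and 460 nm emission | Evaluation: Percent inhibition scaled between no-compound controls and no-enzyme blanks | Controls: no-compound enzyme wells and no-enzyme blanks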
# PERK inhibitor – blocks human PERK kinase | actives 0.17% (n = 220,000) | inhibition, % at 5.6 µM | CHO PERK-DD fusion, SEAP luminescence translation reporter | Q9NZJ5;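 active means inhibition above the mean inhibition of all tested compounds plus 3 SD, set separately per screening campaign, cut at about 2.9% in these data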;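 further: PERK kinase domain activated by AP20187 dimerizer at 100 nM; 0% = DMSO with dimerizer and 100% = rapamycin at 8.4 µM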
# Furin inhibitor – human furin inhibition; purified furin, fluorogenic substrate cleavage; inhibition, % at 30 µM; actives 0.061% (n = 220,000); AID 463115; in the data active means inhibition above about 25%; further: inactives centre near -15
# FXIa inh – inhibitors of human coagulation factor XIa; inhibition, % at 5 µM; actives 0.14% (n = 220,000); purified FXIa, Boc-Glu-Ala-Arg-AMC fluorogenic substrate; AID 798; P03951;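 active means inhibition of at least 40%; inactive means inhibition below 40%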;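 further: fluorescence of freed AMC excited at 355 nm; 0% = enzyme without compound and 100% = no enzyme blank; many of its hits are not listed in these tables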
# KLK5 inh – blocks human kallikrein 5 protease activity; Q9Y337; recombinant hK5, fluorogenic AMC substrate cleavage; inhibition, % at 5 µM; actives 0.59% (n = 210,000); AID 873;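 active means inhibition of 40% or more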;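 further: 0% = enzyme controls without compound and 100% = no-enzyme blanks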
# Wee1 degr inh – inhibitors of human Wee1 degradation. AID 1321. reporter increase, % at 5 µM. P30291. HeLa Luc-Wee1K328M stability, luciferase luminescence; 100% = proteasome inhibitor MG132 effect. actives 1.2% (n = 220,000);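 active means activation above the mean of all tested compounds plus 3 SD, set per screening run, cut at about 8.8% in these data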;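 further: cells exposed to compound for 20 h before luminescence read; 0% = DMSO alone and 100% = MG132 at 30 µM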
# FXIIa inh – inhibitors of human coagulation factor XIIa | inhibition, % at 5 µM | AID 800 | purified FXIIa, Boc-QGR-AMC fluorogenic substrate, 2 h | actives 0.3% (n = 220,000); in the data active means inhibition above about 40%;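 further: 0% = enzyme with no compound and 100% = blank without enzyme; many of its hits are not listed in these tables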
# p97 ATPase inh – inhibitors of human p97 ATPase | P55072 | inhibition, % at 8 µM | recombinant p97 ATPase, Kinase-Glo ATP luminescence, 3 h | AID 1481 | actives 0.42% (n = 220,000); in the data active means inhibition above about 15%;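 further: 0% = DMSO vehicle and 100% = wells lacking enzyme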
# * marks the source's active call; other numbers are inactive results; · = no result given; [ ] = dose if it differs, or a comment.
SMILES,Cl transport mod,Thrombin inh,PERK inhibitor,Furin inhibitor,FXIa inh,KLK5 inh,Wee1 degr inh,FXIIa inh,p97 ATPase inh
CN(CCc1ccccn1)C(=O)Nc1cccc(Cl)c1,0.025,0,0.7,-15,-1,-6,2,9,6
O=C1CCSc2cccc3cccc(c23)N1,·,4,1.6,-21,0,-21,-4,15,0
Cc1ccc(OCCN2CCCCCC2)c(C)c1,0.22,-1,0.5,-16,5,-9,-1,17,8
O=C(NCc1ccc(F)cc1)c1c(O)c2cccc3c2n(c1=O)CCC3,-0.69,-12,0.6,-8,1,-3,2,0,6
Cc1ccc(S(=O)(=O)NN2C(=O)c3ccccc3NC2c2ccccn2)cc1 (stereo unspecified),0.14,-6,0.1,-31,5,-2,-2,0,6
CCCCNc1c(N2CCN(C(=O)OCC)CC2)c(=O)c1=O,-1.8,-3,1.3,-17,3,-18,2,10,-2
Cc1csc(SCC(=O)Nc2cccc(S(=O)(=O)N3CCCC3)c2)n1,·,9,-0.8,-17[20 µM],7,8,-2,17,3
COc1ccccc1CCNC(=O)/C(=C/c1cccnc1)NC(=O)c1ccccc1,0.57,-8,-0.8,-2,-10,-17,-2,-5,-5
CCCN(C(=O)Cn1ncc2c(=O)oc3ccccc3c21)c1cccc(C)c1,-0.52,5,-2.0,-13[20 µM],8,4,1,1,0
O=C(COC(=O)C1CCC(=O)N1)Nc1cc(Cl)ccc1Cl (stereo unspecified),0.58,2,1.0,-14,0,16,-1,11,5
CC1=CCC2C(=O)N(c3nc(C)cc(C)n3)C(=O)C2C1 (stereo unspecified),-0.46,-1,0.7,-18[20 µM],-1,5,3,1,3
O=C1NCCN/C1=C\C(=O)c1ccc(Br)cc1,0.12,-2,0.1,-3,-2,1,-2,5,5
Cc1cccc(N(CC(=O)Nc2ccccc2F)S(C)(=O)=O)c1,0.98,-2,0.8,-15[20 µM],-3,-9,0,8,3
O=C(O)C1=C[C@H](c2ccccc2)C[C@H](OCc2ccc(CO)cc2)O1,1.3,-5,0.5,-28,-2,-1,3,11,0
COc1ccc(S(=O)(=O)N(CC(=O)N2CCN(C)CC2)c2ccccc2)cc1OC,0.0036,-15,-1.0,-13,-3,-27,1,2,-4
CCCN1C(=O)c2cc(C(=O)Nc3ccc(OC)cc3OC)ccc2C1Nc1ccc(OC)cc1OC (stereo unspecified),-1.4,0,0.8,-39,3,·,3,13,1
COc1ccc(/C(C)=N/NC(=O)CNC(=O)CCc2ccccc2)c(OC)c1,-2.9,-5,0.4,-11,1,-1,-2,0,1
Cc1cc(=O)[nH]c(N/N=C/c2ccc(Cl)c([N+](=O)[O-])c2)n1,0.24,-6,0.7,-16,8,2,-4,5,5
CC(C)c1ccc(CN2CC(C(=O)Nc3ccccc3)CC2=O)cc1 (stereo unspecified),1.3,-7,0.8,-18,-8,-6,4,3,5
Cc1ccccc1NC(=S)NNC(=O)c1ccoc1C,0.65,-12,-0.8,-21[20 µM],-4,-23,3,8,1
Cc1ccc(-c2cccc(C3CC=CC4C3C(=O)N(Cc3ccccc3)C4c3ccc4ccccc4c3)c2)cc1 (stereo unspecified),0.37,1,·,-21,2,5,·,8,·
Cc1ccc(-n2[nH]c(C)c(C=Nc3ccc(S(=O)(=O)Nc4nccs4)cc3)c2=O)cc1,-0.49,-8,1.3,-15,6,0,-1,7,-22
CC1CC(C)CN(C(=O)C(Cc2ccccc2)n2cccc2)C1 (stereo unspecified),-0.14,-2,-0.8,-13,2,3,0,7,-3
O=C(/C=C/c1cn(-c2ccccc2)nc1-c1ccccc1)Nc1ccc(C(=O)O)cc1,-2.8,1,1.4,-13,0,·,4,4,1

# Reformatted: entries from further up.
SMILES	Cl transport mod	Thrombin inh	PERK inhibitor	Furin inhibitor	FXIa inh	KLK5 inh	Wee1 degr inh	FXIIa inh	p97 ATPase inh
O=C1CCSc2cccc3cccc(c23)N1	·	4	1.6	-21	0	-21	-4	15	0
Cc1ccc(OCCN2CCCCCC2)c(C)c1	0.22	-1	0.5	-16	5	-9	-1	17	8

# Part of the list above, with each value named.
Cc1ccc(-c2cccc(C3CC=CC4C3C(=O)N(Cc3ccccc3)C4c3ccc4ccccc4c3)c2)cc1 (stereo unspecified)
  Cl transport mod: 0.37	Thrombin inh: 1	PERK inhibitor: ·	Furin inhibitor: -21	FXIa inh: 2	KLK5 inh: 5	Wee1 degr inh: ·	FXIIa inh: 8	p97 ATPase inh: ·

Cc1ccc(-n2[nH]c(C)c(C=Nc3ccc(S(=O)(=O)Nc4nccs4)cc3)c2=O)cc1
  Cl transport mod: -0.49	Thrombin inh: -8	PERK inhibitor: 1.3	Furin inhibitor: -15	FXIa inh: 6	KLK5 inh: 0	Wee1 degr inh: -1	FXIIa inh: 7	p97 ATPase inh: -22

CC1CC(C)CN(C(=O)C(Cc2ccccc2)n2cccc2)C1 (stereo unspecified)
  Cl transport mod: -0.14	Thrombin inh: -2	PERK inhibitor: -0.8	Furin inhibitor: -13	FXIa inh: 2	KLK5 inh: 3	Wee1 degr inh: 0	FXIIa inh: 7	p97 ATPase inh: -3

O=C(/C=C/c1cn(-c2ccccc2)nc1-c1ccccc1)Nc1ccc(C(=O)O)cc1
  Cl transport mod: -2.8	Thrombin inh: 1	PERK inhibitor: 1.4	Furin inhibitor: -13	FXIa inh: 0	KLK5 inh: ·	Wee1 degr inh: 4	FXIIa inh: 4	p97 ATPase inh: 1

# Carrying on.
SMILES,Cl transport mod,Thrombin inh,PERK inhibitor,Furin inhibitor,FXIa inh,KLK5 inh,Wee1 degr inh,FXIIa inh,p97 ATPase inh
CCOC(=O)C1(CCCc2ccccc2)CCN(C(=O)CCC2=NNC(=O)CC2)CC1,-1.3,0,-0.5,2,32,·,11*,31,-3
Cc1ccc2c(c1)nnn2C1CCN(S(C)(=O)=O)CC1,0.7,-3,1.5,-27,-20,-22,-1,-19,3
O=[N+]([O-])c1cc(/C=N/O)ccc1N1CCCC1,-0.98,5,0.3,-16,-6,-6,-3,-1,3
CCS(=O)(=O)N1CCN(c2ccc([N+](=O)[O-])c(NC(C)c3ccccc3)c2)CC1 (stereo unspecified),-0.66,-2,1.1,-3,23,-15,2,26,-2
CCOC(=O)c1ccc(NC(=O)CC2Sc3ncnn3C2=O)cc1 (stereo unspecified),0.52,5,0.0,-18[20 µM],6,-5,2,14,-1
O=S(=O)(NC1CCCC1)c1ccc(S(=O)(=O)N(Cc2cccs2)CC2CCCO2)cc1 (stereo unspecified),-1.1,2,-1.1,-13,6,-4,2,19,2
CCc1ccc(OCCn2cccn2)cc1,-0.41,-4,0.0,-20,-1,16,1,12,-5
CN=C1SC(CC(=O)Nc2ccc(F)cc2F)C(=O)N1/N=C/c1ccc(OC(F)F)c(OC)c1 (stereo unspecified),0.7,-4,-0.2,-29,-3,-1,-4,7,5
OCCNCCSc1nc(C2CCCCC2)n(-c2ccccc2Cl)n1,0.49,0,0.2,-26,11,1,1,3,1
CN1/C(=C/C2CC(=O)N(c3cccc4ccccc34)C2=O)C(C)(C)c2ccccc21 (stereo unspecified),-0.07,-1,0.7,-13[20 µM],5,5,3,10,5
CCCCNC(=O)CN(c1ccc(Cl)c(Cl)c1)S(C)(=O)=O,0.24,-6,-1.0,-6,-4,-15,-3,0,-4
Cc1c(CN2CCc3c([nH]c4ccccc34)C2C2CCCCC2)cnn1C (stereo unspecified),·,-6,1.0,-24,-3,·,0,12,2
Cc1ccc(C)c2[nH]c(=O)c(CN(Cc3ccco3)C(=O)Nc3ccccc3)cc12,-0.31,2,-0.6,-27,5,-1,1,11,-3
O=c1c2cc(-c3ccccc3)sc2nc2n1CCC2,-0.021,-3,0.2,-27,-2,-1,1,·,0
O=C(CSc1nnnn1C1CCCC1)Nc1ccc2c(c1)OCO2,0.17,4,-0.6,-18,1,6,5,8,0
O=C(Nc1ccc(Cl)c(Cl)c1)Nc1ccc(Br)cc1F,1.4,-7,0.7,-13,-2,-13,-2,0,3
Cc1ccc(S(=O)(=O)N(C)C)cc1NC(=O)c1c(-c2c(F)cccc2Cl)noc1C,0.017,-3,-0.4,-12,-10,-5,1,3,6
CN(NC(=O)c1ccccc1Cl)c1ncc(C(F)(F)F)cc1Cl,0.54,-2,-0.3,-16,-8,-5,0,5,5
COc1ccc(-c2nc(-c3ccccn3)ncc2S(C)(=O)=O)cc1,1.5,·,0.5,-34,4,-1,-3,6,5
CN(C)c1cc[n+](CC(=O)c2ccc(OC(F)F)cc2)cc1,0.95,5,0.9,-18,3,3,-3,10,5
O=C(CCCCCCCC(=O)c1ccccc1)c1ccccc1,-0.87,-17,0.2,-19,-7,-4,2,3,0
O=C(NC(NC1CCS(=O)(=O)C1)C(=O)c1cccs1)c1ccccc1 (stereo unspecified),-0.63,-45,1.1,-4[20 µM],-6,-21,3,-1,-3
CCOC(=O)c1c(NC(=O)OC)sc(C(=O)N(CC)CC)c1C,-0.71,-2,-1.4,-11[20 µM],1,-1,-2,-11,-2
Cc1oc(-c2ccc(F)cc2)nc1CN(Cc1ccccn1)CC1CCCO1 (stereo unspecified),-0.7,-10,0.1,-13,-1,-2,5,8,0
S=C(Nc1ccccc1)N1CCN(C(=S)Nc2ccccc2)CC1,0.078,5,-0.1,-10,-6,-2,7,2,-1
CC1(C)CC(=O)C(N=Nc2c(Cl)cc(Cl)cc2Cl)=C(O)C1,-1,-4,2.4,-23,5,-7,0,2,1
CC1CCCN(C(=O)C2CCC(CNc3c(N4CCCCC4)c(=O)c3=O)CC2)C1 (stereo unspecified),0.025,3,0.2,-14,4,4,-1,12,3
Cc1c(-c2nnc(SCC(=O)O)n2-c2ccccc2Br)nnn1-c1ccccc1,0.53,-10,0.2,-10,-6,-18,-2,3,-3
CC(=O)N1CCN(Cc2nc(-c3cccc(Cl)c3)no2)CC1,0.25,-6,1.2,-17,-3,0,1,5,2
O=C(Cn1cnc2ccccc2c1=O)Nc1ccc2c(c1)OCO2,-0.007,8,0.0,2,-11,-10,-2,-7,-5
S=c1[nH]nc(-c2ccco2)n1/N=C/c1ccc(Cl)cc1Cl,16*,0,1.0,-7,-6,1,3,9,-3
CCCN1C(=O)/C(=C\c2ccncc2)SC1=Nc1ccccc1,-0.95,-1,0.0,14,8,2,2,7,3

# Screening data: PubChem BioAssay, several laboratories

# Not a hit list, and some 4.4% of all compounds hit somewhere here.
